EBV LMP1 NFkB – inhibitors of Epstein-Barr LMP1-induced NF-kappaB reporter | 350,000 tested, 0.69% active | LMP1-induced NF-kappaB luciferase reporter cells, luminescence | AID 504558 | inhibition, % at 12.5 µM; in the data active = inhibition above about 41%;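 note: 0% = neutral control wells and 100% = reference inhibitor control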
NR2F2 inh – NR2F2 (human) inhibition, primary screen; inhibition, % at 8.6 µM; 370,000 tested, 0.7% active; P24468; HEK293T NGFI-A luciferase reporter, luminescence; AID 686940;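 active = inhibition above a per-plate cutoff, mean inhibition of test wells between control levels plus 3 SD, cut at about 38% in these data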;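 note: cells cotransfected with COUP-TFII expression vector driving the NGFI-A reporter; 0% = median of COUP-TF2 test wells and 100% = reporter-only cells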
Target sequence (P24468 whole entry, looked up): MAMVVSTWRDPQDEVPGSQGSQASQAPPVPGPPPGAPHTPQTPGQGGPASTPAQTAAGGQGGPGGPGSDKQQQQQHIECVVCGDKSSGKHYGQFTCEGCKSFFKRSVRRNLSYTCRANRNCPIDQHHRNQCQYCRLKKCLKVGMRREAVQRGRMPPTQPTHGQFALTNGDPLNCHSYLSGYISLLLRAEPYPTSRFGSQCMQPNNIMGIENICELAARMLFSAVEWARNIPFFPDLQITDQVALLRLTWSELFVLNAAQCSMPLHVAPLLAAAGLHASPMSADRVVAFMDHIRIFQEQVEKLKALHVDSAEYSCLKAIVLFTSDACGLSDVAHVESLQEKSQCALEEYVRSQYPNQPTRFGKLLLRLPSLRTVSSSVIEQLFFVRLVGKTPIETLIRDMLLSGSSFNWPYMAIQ
NR5A2 inv ag – suppresses constitutive activity of human LRH-1. inhibition, % at 3.6 µM. O00482. AID 602396. 360,000 tested, 0.13% active. HEK293T StAR-luciferase reporter, LRH-1 transfected, 24 h;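 active = inhibition above the mean inhibition of all tested compounds plus 3 SD, cut at about 73% in these data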;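 note: 0% = DMSO wells and 100% = reporter-only cells lacking LRH-1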
Target sequence (O00482 whole entry, looked up): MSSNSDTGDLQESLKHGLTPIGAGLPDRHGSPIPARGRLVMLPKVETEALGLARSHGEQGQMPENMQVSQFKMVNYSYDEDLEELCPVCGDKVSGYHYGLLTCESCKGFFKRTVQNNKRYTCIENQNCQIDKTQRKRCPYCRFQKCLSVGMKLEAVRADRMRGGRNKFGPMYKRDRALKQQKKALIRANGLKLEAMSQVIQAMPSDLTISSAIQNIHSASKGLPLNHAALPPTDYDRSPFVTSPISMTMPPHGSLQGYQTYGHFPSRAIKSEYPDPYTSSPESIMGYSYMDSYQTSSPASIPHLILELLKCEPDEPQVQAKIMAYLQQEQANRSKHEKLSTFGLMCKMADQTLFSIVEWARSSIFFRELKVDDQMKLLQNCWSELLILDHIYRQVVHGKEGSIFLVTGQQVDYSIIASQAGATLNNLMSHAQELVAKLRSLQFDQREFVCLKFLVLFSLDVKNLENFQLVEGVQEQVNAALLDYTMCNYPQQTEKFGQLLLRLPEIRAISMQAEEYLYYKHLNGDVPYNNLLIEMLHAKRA
CF NFkB inh – blocks PAF-induced NF-kB reporter in cystic fibrosis cells; 360,000 tested, 0.86% active; KKLEB NF-kB-GFP reporter, GFP fluorescence overnight; inhibition, % at 5 µM; AID 588850;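 active = at least 50% inhibition at 5 µM, scaled per plate between neutral and stimulator controls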;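 note: PAF is a Pseudomonas aeruginosa culture filtrate used as stimulus; plate controls were PAF-stimulated DMSO wells for no effect and unstimulated DMSO wells for full effect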
SRC3 inh – inhibits human SRC3 coactivator; inhibition, % at 3.6 µM; HEK293 GAL4-SRC3 luciferase reporter, luminescence; Q9Y6Q9; 360,000 tested, 0.17% active; AID 588352;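 active = inhibition above a per-campaign cutoff, the mean of all compounds plus 3 SD, cut at about 60% in these data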;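 note: 0% = DMSO-treated cells and 100% = gossypol-treated cells at 36 µM; higher means less SRC3-driven luciferase light from the GAL4 reporter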
KKLEB tox – reduces viability of KKLEB cystic fibrosis airway cells; KKLEB CF airway cells viability, ATPlite luminescence, overnight; stronger effect = lower value; cells stimulated with P. aeruginosa culture filtrate; activity change (cytotoxicity), % at 5 µM; 360,000 tested, 0.36% active; AID 602141;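 active = corrected activity change at or below -50% at 5 µM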
TROY NFkB inh – inhibitors of TROY-dependent NF-kB signaling; inhibition, % at 10 µM; AID 1347056; 360,000 tested, 0.98% active; Q293 LMP1-TROYcd NF-kB luciferase reporter, 4 h;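 active = compounds whose plate-normalised and pattern-corrected inhibition of the luciferase reporter signal at the single screening dose is 50% or more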
SRC2 inh – human SRC2 (NCOA2) inhibition | Q15596 | HEK293 GAL4-SRC2 luciferase reporter, luminescence | inhibition, % at 9 µM | 370,000 tested, 0.17% active;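 active = inhibition above the mean inhibition of all tested compounds plus 3 SD, set per campaign, cut at about 52% in these data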;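 note: 0% = DMSO treated cells and 100% = cells given Gossypol at 36 µM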
TRAIL sens C8 – caspase-8 TRAIL sensitization | inhibition (viability loss, TRAIL sensitization), % at 10 µM | NB7+C8 cells + TRAIL, ATPlite viability luminescence | AID 624354 | 360,000 tested, 1% active;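 active = compounds causing at least 50% loss of cell viability in the single-dose screen, relative to plate controls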
SRC1 inh – inhibitors of human steroid receptor coactivator 1 (SRC1); Q15788; HEK293 GAL4-SRC1 luciferase reporter, luminescence; inhibition, % at 3.6 µM; 360,000 tested, 0.12% active; AID 588354;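 active = inhibition above the campaign mean plus 3 SD, with each screening campaign given its own cutoff, cut at about 60% in these data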;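 note: 0% = DMSO treated cells and 100% = gossypol at 36 µM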
TWEAK-Fn14 inh – blocks TWEAK-Fn14 interaction in a reporter cell assay; TWEAK-stimulated Fn14 reporter cells, luciferase luminescence, 8 h; inhibition, % at 10 µM; 360,000 tested, 2% active; AID 1159606; in the data active = inhibition above about 50%
An asterisk follows results filed as active; · = not tested or not shown.

SMILES	EBV LMP1 NFkB	NR2F2 inh	NR5A2 inv ag	CF NFkB inh	SRC3 inh	KKLEB tox	TROY NFkB inh	SRC2 inh	TRAIL sens C8	SRC1 inh	TWEAK-Fn14 inh
CN(C(=O)COC(=O)c1ccccc1Nc1ccccc1)c1c(N)n(Cc2ccccc2)c(=O)[nH]c1=O	-1.5	-11.3	-18.0	-4.0	-11.2	6.9	23.9	9.8	0.8	-3.5	10.2
c1ccc(-c2nc3ccccn3c2-c2ccccc2)cc1	9.3	16.0	9.3	11.7	8.8	2.5	-10.1	5.7	28.8	18.5	16.4
O=C(CSc1ccccc1F)NCC1(N2CCCCC2)CCCCC1	-5.1	11.0	-14.8	19.0	2.7	2.5	-4.7	-15.7	-10.2	-1.7	-5.0
CC(C)Cn1c(N2CCN(C(=O)c3cccs3)CC2)nc2ccccc21	-8.4	16.6	4.3	13.6	11.1	-15.5	-17.6	2.1	4.8	15.9	-5.0
O=C(Cc1nnc(NC(=O)Nc2ccc(Cl)cc2)s1)NCc1ccccc1	4.5	9.0	-3.0	8.6	9.0	-1.3	-15.0	3.2	24.5	-0.5	-0.8
CC1(C)CC(CCN)(Cc2ccccc2Cl)CCO1 (stereo unspecified)	-7.6	3.2	-0.5	-0.5	5.5	-5.5	22.5	-20.1	-2.6	5.3	-39.5
CCCc1nc2ccc(Cl)cn2c1Cc1ccccc1	·	-6.6	10.8	-2.1	-74.0	-5.4	-6.5	-16.6	-5.2	16.0	10.0
CCOC(=O)c1cnc(-n2nc(C)cc2C)nc1NCCO	-0.2	-8.6	20.5	4.3	3.9	-7.8	-14.5	-14.9	5.3	13.0	12.1
CCCCOC(=O)c1ccc(NC(=O)C(=O)NCC2CCCO2)cc1 (stereo unspecified)	-12.5	12.9	-14.7	-1.1	2.1	8.5	-18.7	-11.6	6.3	-7.0	-7.5
CC(C)C(=O)N1CCN(c2ccccc2N)CC1	-1.1	17.7	-23.9	-8.5	-11.1	10.8	8.2	10.4	-7.6	-11.1	3.8
O=C(COC(=O)c1ccc2c(c1)OCCO2)Nc1cc(Cl)ccc1Cl	-6.2	1.4	-2.6	24.1	-18.2	8.0	18.4	7.0	-2.5	-2.5	14.4
O=C(CNC(=O)C1COc2ccccc2O1)Nc1cc(Cl)ccc1Cl (stereo unspecified)	-7.5	-2.8	2.6	9.7	-39.8	10.2	-19.3	-4.6	13.1	0.4	6.1

In the list so far, 4 contain four or more nitrogen atoms.
SMILES	EBV LMP1 NFkB	NR2F2 inh	NR5A2 inv ag	CF NFkB inh	SRC3 inh	KKLEB tox	TROY NFkB inh	SRC2 inh	TRAIL sens C8	SRC1 inh	TWEAK-Fn14 inh
CN(C(=O)COC(=O)c1ccccc1Nc1ccccc1)c1c(N)n(Cc2ccccc2)c(=O)[nH]c1=O	-1.5	-11.3	-18.0	-4.0	-11.2	6.9	23.9	9.8	0.8	-3.5	10.2
CC(C)Cn1c(N2CCN(C(=O)c3cccs3)CC2)nc2ccccc21	-8.4	16.6	4.3	13.6	11.1	-15.5	-17.6	2.1	4.8	15.9	-5.0
O=C(Cc1nnc(NC(=O)Nc2ccc(Cl)cc2)s1)NCc1ccccc1	4.5	9.0	-3.0	8.6	9.0	-1.3	-15.0	3.2	24.5	-0.5	-0.8
CCOC(=O)c1cnc(-n2nc(C)cc2C)nc1NCCO	-0.2	-8.6	20.5	4.3	3.9	-7.8	-14.5	-14.9	5.3	13.0	12.1

Carrying on:
SMILES	EBV LMP1 NFkB	NR2F2 inh	NR5A2 inv ag	CF NFkB inh	SRC3 inh	KKLEB tox	TROY NFkB inh	SRC2 inh	TRAIL sens C8	SRC1 inh	TWEAK-Fn14 inh
Cc1ccc(SCC(=O)OCC(=O)NCCc2ccccc2)cc1	-7.1	7.0	-3.5	25.0	2.7	-4.2	-19.9	-4.8	-3.6	-7.7	3.4
O=C(Cc1ccccc1)Nc1ccc(Br)c(Cl)c1	-2.2	-24.7	2.9	-9.0	8.9	20.4	-22.6	7.3	14.4	-10.7	12.4
CCOc1ccc(N(CC)S(=O)(=O)c2cccc3nsnc23)cc1	-8.6	5.5	7.6	8.9	-20.7	-17.9	7.2	-12.4	3.7	-8.2	2.7
O=C(CCN1C(=O)/C(=C\c2ccccc2F)SC1=S)N1CCCCC1	16.8	-1.6	10.3	95.7*	1.5	0.5	-13.0	-9.2	26.8	13.1	15.5
Cc1nc(NCC2CCCO2)nc2c1C(=O)CC(C)C2 (stereo unspecified)	-4.8	-2.4	-56.3	0.2	2.0	-1.9	3.6	10.4	52.2*	-3.7	8.6
COc1ccc(C2=NN(C(=O)CSc3ncccn3)C(c3ccc(OC)cc3)C2)cc1 (stereo unspecified)	4.8	8.3	-9.4	0.5	2.7	3.0	3.7	27.2	-0.2	0.8	-15.7
COc1ccc(Nc2nccc3c2ncn3C)cc1	5.1	-30.0	-119.4	-10.1	-70.4	6.7	2.4	-6.9	21.8	-102.6	42.3
COC(=O)c1sc(S(=O)(=O)Oc2ccccc2NC(C)=O)c(C(=O)OC)c1C	-5.0	4.4	-11.0	-20.0	5.3	5.0	-1.4	12.5	-19.0	-12.9	9.6
COc1cc(OC)cc(C(=O)Nc2nc(CC(=O)NC(C)c3ccccc3)cs2)c1 (stereo unspecified)	-8.0	6.4	-19.5	-1.6	-14.9	-7.6	4.7	5.4	1.2	0.4	13.4
Cc1cccc(C(=O)Nc2nc3ccc(S(C)(=O)=O)cc3s2)c1	-7.0	0.3	-62.7	3.5	-172.2	0.3	-32.8	-29.1	26.7	-66.7	-24.2
Cc1cc(C(=O)Nc2ccc(F)cc2)c2ccccc2n1	-12.2	19.1	10.7	2.7	-8.9	9.0	1.0	3.4	-20.3	-21.6	3.9
CN(c1ccccc1)S(=O)(=O)c1cccc(NC(=O)c2ccc(=O)[nH]n2)c1	11.4	23.1	-9.1	-1.5	10.9	-1.3	22.1	-17.4	6.1	-1.4	7.0
C(=C\c1nc(-c2ccncc2)no1)/c1ccccc1	-19.8	-50.1	-156.4	-3.8	-75.9	-7.5	-38.6	-43.3	2.4	-74.3	12.4
O=C1ON=C(c2ccccc2)/C1=C/c1ccc(O)cc1	9.2	8.3	-21.4	-11.2	-19.7	2.7	-6.6	12.0	-4.0	-12.5	-21.3
COc1ccc(C(=O)N(C)C2(C)CCS(=O)(=O)C2)cc1OC (stereo unspecified)	-1.9	-17.6	-5.7	-15.0	-7.2	-1.4	-9.9	-18.3	-17.3	-5.9	7.5
CC1Cc2ccccc2N1C(=O)CCn1cccn1 (stereo unspecified)	5.6	4.3	-10.4	8.1	-4.6	-7.0	1.3	3.6	-7.6	-1.1	0.9
O=C(Nc1c(F)cc(F)cc1Br)c1cc(-c2ccccc2)on1	1.2	9.7	-28.4	-3.5	1.8	20.7	-10.7	-41.7	-16.9	-20.8	-18.1
Cc1oc(-c2ccc(Cl)cc2)nc1CS(=O)CC(=O)NCc1cccs1 (stereo unspecified)	4.0	10.8	-2.5	-1.4	-14.1	-17.5	3.1	23.1	6.2	5.7	-7.1
CCCc1nnc(NC(=O)CCS(=O)(=O)c2ccccc2)s1	3.6	-4.4	-2.8	9.4	4.3	-4.6	-10.8	9.3	3.3	-17.4	13.7
CC(C)CN1CCNC(=O)C1CC(=O)NCc1cnn(-c2cccc(F)c2)c1 (stereo unspecified)	1.0	-12.3	15.2	-5.6	-8.1	2.0	5.6	-7.4	3.1	2.6	-1.6
NS(=O)(=O)c1ccc(CCNC(=O)COC(=O)c2cc([N+](=O)[O-])ccc2N2CCOCC2)cc1	9.1	-7.0	-2.4	11.7	-6.6	7.3	-22.6	-7.4	-5.2	-18.0	12.2
C=CCN(CC=C)S(=O)(=O)c1ccc(F)cc1	-5.4	-18.6	6.7	-14.5	9.1	13.4	0.3	12.6	-9.9	0.4	12.3
C/C(=N\NC(=O)COc1ccccc1-c1ccccc1)c1cccnc1	2.4	-40.1	-16.0	-5.5	-15.1	-5.6	29.7	-10.7	0.5	-42.8	7.5
CC(C)c1ccc(NC(=O)CN2CCN(C(=O)C3CCCO3)CC2)cc1 (stereo unspecified)	-2.7	-4.2	24.6	-12.7	20.8	0.2	-21.9	5.2	15.0	-59.0	-3.5
COc1cccc(CN(C)C(=O)CNC(=O)c2cccs2)c1OC	1.6	8.9	-2.3	3.5	-28.0	11.2	-58.4	-7.9	4.8	-3.5	-3.4
O=[N+]([O-])c1ccccc1/C=N/OCc1ccccc1	-42.5	-58.4	-69.5	-22.5	-45.4	8.4	-85.8	-39.2	13.1	-108.5	-39.8
O=C(COc1ccccc1)Nc1cccc(-c2ccc(N3CCOCC3)nn2)c1	-10.7	-9.8	-96.9	-26.7	-70.0	-1.5	-45.2	-46.6	70.1*	-82.2	-9.1
Oc1ccc2ccccc2c1CNc1ccccc1	6.3	-5.8	21.5	23.4	-13.4	-35.0	31.4	-30.2	-3.3	-1.1	25.0
CCc1ccccc1N1CC(C(=O)N2Cc3ccccc3CC2C(N)=O)CC1=O (stereo unspecified)	-2.0	-10.0	-59.7	16.0	12.1	3.9	9.9	11.4	1.0	4.2	-4.7
Clc1cc(Sc2ccc(Br)cc2)nnc1-c1ccccc1	13.6	-6.5	5.5	10.0	2.3	1.6	-13.0	-0.1	3.6	-5.8	-6.5
COc1ccc(-c2cc(C(=O)Nc3ccccc3)on2)cc1	-44.1	2.8	13.9	-26.0	-8.4	-0.3	-29.4	-42.2	-2.2	-22.5	0.3
CCOC(=O)C1CCCCN1C(=O)c1oc2c(Cl)cc(C)cc2c1C (stereo unspecified)	-4.6	9.8	-1.7	6.6	6.7	-14.6	-8.3	-11.9	-5.2	-5.8	-32.0
O=C(CN1CCN(c2ccccc2)CC1)NC(=O)NCc1ccccc1	-3.7	-19.8	-8.6	-18.5	-9.0	21.6	-4.3	-13.7	-0.6	4.2	-6.0
COC(=O)c1ccc(C2C(C#N)=C(N)Oc3cc(C)n(C)c(=O)c32)cc1 (stereo unspecified)	-6.5	2.5	14.4	1.5	-10.0	-9.6	-43.5	-16.7	-1.8	-4.8	-13.1
Cc1cc2nc(-c3ccccc3O)[nH]c2cc1C	-9.7	-36.2	-145.9	1.3	-88.8	-12.6	-38.2	-92.8	45.0	-85.9	22.0
O=C(CN1C(=O)NC(Cc2c[nH]c3ccccc23)C1=O)Nc1ccccc1Br (stereo unspecified)	-2.1	7.8	28.5	-1.0	13.6	-16.5	-13.6	-12.7	2.9	-21.2	4.4
O=C(NC(Cc1ccccc1)c1ccc2c(c1)OCCCO2)c1ccc(F)cc1 (stereo unspecified)	-13.4	-12.3	-11.4	4.4	-0.2	-1.6	-30.3	-18.4	3.2	-20.5	0.9
CC(C)(C)NC(=S)NCCc1ccccc1	-9.2	-31.6	-92.8	-5.5	-63.5	-5.4	-49.1	-89.5	2.3	-194.5	-4.1
COc1ccc(OCc2nnc(SCC(=O)N3c4ccccc4Sc4ccc(Cl)cc43)o2)cc1	12.0	19.7	8.0	15.3	4.0	5.8	-8.0	1.7	4.8	-7.8	28.2
COc1cccc(CC(NC(C)=O)C(=O)NC2CCN(S(=O)(=O)c3ccc4ccccc4c3)CC2)c1 (stereo unspecified)	4.1	1.9	-4.2	2.2	-3.7	-0.7	-5.9	-10.7	-18.8	7.1	1.7

Hits appear at their usual frequency; 4.2% or so of the library scored in one or more.
